CTSL1 counter: blocks F. hepatica cathepsin L1 in PFM18AAP counter-screen. recombinant F. hepatica cathepsin L1, Z-Leu-Arg-MCA fluorescence. inhibition, % at 5.96 µM. 300,000 compounds, 0.49% hits;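 active = inhibition above the mean of all tested compounds plus 3 SD, set per screening campaign, cut at about 17% in these data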;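 also: 0% = plate median of test compound wells and 100% = 1 µM Z-Phe-Ala-diazomethylketone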
core dimer inh: blocks dimerization of HCV core protein; TR-FRET GST/Flag-core106 dimerization, 1536-well; inhibition, % at 5 µM; 300,000 compounds, 0.33% hits;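 active = inhibition above the mean of all tested compounds plus 3 SD, set per screening campaign, cut at about 45% in these data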
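System: GST/Flag-tagged HCV core106 proteins. Incubation: compound-protein-antibody incubation 4 h at 22.5 °C. Technique: HTRF with 340 nm excitation, 617/671 nm emission. Medium: KF-containing HEPES buffer, pH 7.45, DTT, CHAPS, BSA. Read-out: inhibition (%) from 671 over 617 nm ratio. Also added: Eu(K)-anti-GST 90 ng/mL plus XL665-anti-Flag 1 µg/mL.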
ZTA DNA inh: blocks Epstein-Barr virus ZTA, an EBNA-1 counter-screen; P03206; ZTA-DNA binding, fluorescence polarization; inhibition, % at 11 µM; 320,000 compounds, 0.15% hits; AID 2234; in the data active = inhibition above about 33%
Target sequence (P03206 whole entry, looked up): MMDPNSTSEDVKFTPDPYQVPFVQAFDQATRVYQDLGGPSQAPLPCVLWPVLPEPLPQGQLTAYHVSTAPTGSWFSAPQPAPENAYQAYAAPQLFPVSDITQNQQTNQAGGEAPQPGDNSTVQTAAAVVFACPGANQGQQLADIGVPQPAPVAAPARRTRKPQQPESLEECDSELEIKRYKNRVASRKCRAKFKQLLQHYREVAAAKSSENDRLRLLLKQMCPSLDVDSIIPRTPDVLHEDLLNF
Efflux pump inh: inhibitors of Candida antifungal efflux pumps expressed in yeast. inhibition, % at 10 µM. S. cerevisiae Candida pump triplex, Nile Red efflux. AID 485275. 330,000 compounds, 0.44% hits;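 active = plate passing quality check with inhibition over a set limit, or well fluorescence over plate mean plus 4 SD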;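 also: Nile Red retained in pooled yeast measured as flow cytometry median fluorescence; 0% = buffer negative control and 100% = Enniatin B positive control; higher means more Nile Red kept so more efflux inhibition; some compounds called inactive have numbers as strong as hits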
PP5 inh: blocks human protein phosphatase 5 activity; P53041; purified PP5c, OMFP substrate fluorescence; inhibition, % at 6.7 µM; 320,000 compounds, 0.18% hits; AID 1987;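 active = inhibition above the campaign's mean inhibition across all tested compounds plus 3 SD, cut at about 9.5% in these data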;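 also: 0% = DMSO only and 100% = 100 µM cantharidin control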
Target sequence (P53041 whole entry, looked up): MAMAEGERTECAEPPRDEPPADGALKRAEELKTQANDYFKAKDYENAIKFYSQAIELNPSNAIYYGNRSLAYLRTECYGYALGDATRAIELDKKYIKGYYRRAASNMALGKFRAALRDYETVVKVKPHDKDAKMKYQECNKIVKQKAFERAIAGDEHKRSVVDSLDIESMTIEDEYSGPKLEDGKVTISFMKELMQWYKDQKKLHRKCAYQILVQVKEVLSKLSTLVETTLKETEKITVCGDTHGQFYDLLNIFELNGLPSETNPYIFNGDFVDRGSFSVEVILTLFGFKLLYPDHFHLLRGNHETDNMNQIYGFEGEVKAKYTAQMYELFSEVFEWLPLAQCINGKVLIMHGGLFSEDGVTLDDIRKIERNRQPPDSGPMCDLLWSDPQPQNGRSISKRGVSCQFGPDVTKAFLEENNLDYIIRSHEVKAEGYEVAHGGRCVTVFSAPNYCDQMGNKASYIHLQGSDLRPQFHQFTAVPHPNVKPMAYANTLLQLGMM
TPT1 inhibitor: inhibitors of Candida albicans tRNA 2'-phosphotransferase TPT1; 300,000 compounds, 0.81% hits; inhibition, % at 5 µM; recombinant caTPT1, FP RNA substrate dephosphorylation;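 active = inhibition above the mean of all tested compounds plus 3 SD, set per screening campaign, cut at about 24% in these data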;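 also: plate controls were DMSO alone for no effect and ferristatin control at 100 nM for full effect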
PREPL inhibitor: inhibitors of human prolyl oligopeptidase-like enzyme PREPL | inhibition, % at 5.96 µM | recombinant PREPL, fluorescence polarization activity-based probe | 320,000 compounds, 0.68% hits | Q4J6C6; in the data active = inhibition above about 43%;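 also: 0% = enzyme with DMSO and 100% = wells lacking enzyme; many of its hits are not listed in these tables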
PP1 inh: counter-screen for PP5 inhibitors: inhibitors of human PP1-alpha | inhibition, % at 6.7 µM | purified PP1alpha, OMFP fluorescence | 320,000 compounds, 0.9% hits | AID 2235 | P62136;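 active = inhibition above the mean inhibition of all tested compounds plus 3 SD, computed separately for each screening campaign, cut at about 15% in these data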
Target sequence (P62136 whole entry, looked up): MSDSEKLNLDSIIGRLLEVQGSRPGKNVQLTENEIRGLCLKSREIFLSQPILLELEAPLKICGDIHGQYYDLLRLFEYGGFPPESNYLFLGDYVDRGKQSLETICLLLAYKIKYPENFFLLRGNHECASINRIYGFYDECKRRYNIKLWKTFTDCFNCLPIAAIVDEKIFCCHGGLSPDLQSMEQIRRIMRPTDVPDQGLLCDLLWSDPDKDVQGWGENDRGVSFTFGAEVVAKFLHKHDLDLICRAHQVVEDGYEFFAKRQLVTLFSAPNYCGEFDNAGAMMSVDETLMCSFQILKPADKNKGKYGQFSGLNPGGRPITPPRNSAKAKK
EBNA-1 inhibitor: blocks EBNA-1 binding to DNA; EBNA-1 DNA binding, fluorescence polarization; inhibition, % at 14.8 µM; 300,000 compounds, 0.34% hits; in the data active = inhibition above about 28%
* marks the source's active call; other numbers are inactive results; · = not tested or not shown; & = joins results of further samples. The list is partial; rates above refer to the full screens.

SMILES | CTSL1 counter | core dimer inh | ZTA DNA inh | Efflux pump inh | PP5 inh | TPT1 inhibitor | PREPL inhibitor | PP1 inh | EBNA-1 inhibitor
CC(=O)c1cc(C#N)c(Oc2ccccc2)nc1C | -2 | -1 | 6 | -0.1 | 2.7 | 1 | 0 | -2 | 7
CCOc1ccccc1N=Nc1c(C)[nH]n(-c2ccccc2)c1=O | 0 | 0 | -20 | 0.3 | 1.7 | -4 | 5 | 5 | -8
COCCCn1c(=O)c2sccc2n2c(CCCC(=O)NCc3ccccc3OC)nnc12 | -3 | 1 | -2 | 0.1 | 3.4 | 1 | -2 | -1 | -1
COc1ccc(C2C(C#N)=C(N)N(Nc3ccccc3)C3=C2C(=O)CC(C)(C)C3)cc1C (centres undefined) | 7 | 7 | -24 | -0.1 | 5.8 | -3 | 1 | 0 | -6
O=C(O)CCC(=O)N1CCN(c2nc3ccccc3s2)CC1 | 2 | 1 | 17 | 0.0 | -5.4 | -2 | 5 | -4 | 6
O=C(Cn1cnc2sc3c(c2c1=O)CCCC3)NCC(=O)Nc1ccc(F)cc1F | 4 | -3 | -21 | -0.1 | -0.8 | -2 | 8 | -5 | -1
COc1ccc(Cl)cc1NC(=O)C(C)OC(=O)C1=NNC(=O)CC1 (centres undefined) | · | · | 4 | 0.1 | -1.4 | · | 1 | -2 | ·
CCN(CC(=O)Nc1ccc(OC)c(OC)c1)S(=O)(=O)c1ccc(C)cc1 | 2 | -1 | 5 | -0.2 | 2.5 | -4 | -4 | 0 | -2
COc1cc(/C=C2\CCC/C(=C\c3ccc(O)c(OC)c3)C2=O)ccc1O | 6 | 17 | 18 | -0.1 | 3.1 | 11 | 11 | 2 | -1
CN(CC(=O)NC(=O)NCc1ccccc1)Cc1ccc(Cl)cc1 | -1 | -3 | -1 | 1.1 | 1.4 | 1 | -8 | 1 | -3
COCCn1c(=O)[nH]c2cc(C(=O)NCCN3CCN(c4ccc(OC)cc4)CC3)ccc2c1=O | 6 | -4 | -8 | -0.1 | 0.5 | -4 | -3 | -2 | -7
Cc1ccc(OCCCCn2ccnc2)c([N+](=O)[O-])c1 | -13 | 3 | -9 | -0.1 | 1.4 | 6 | 3 | 4 | 1
Nc1nc(CN2CCN(c3ccc(F)cc3)CC2)nc(N2CCCc3ccccc32)n1 | 1 | 2 | -35 | -0.2 | 4.3 | -2 | 10 | -1 | 0
Cc1ccc(C)c(S(=O)(=O)N2CCN(CC(=O)NC(=O)NCc3ccco3)CC2)c1 | 7 | -1 | -14 | 0.0 | -0.6 | 1 | 8 | -5 | -2
CN(CCCC1CCCC1)C(=O)CCc1nnc(-c2ccccc2)o1 | 0 | 2 | -8 | -0.1 | -1.2 | 1 | 1 | 1 | -1
COc1ccc(Br)cc1CN1CCCCCCC1 | -1 | -1 | 2 | 0.0 | 5.1 | -1 | 7 | 0 | -10
C#Cc1ccc([C@@H]2C=C(C(=O)NC3CC3)O[C@H](OCc3ccc(CO)cc3)C2)cc1 | -4 | 14 | -12 | -0.1 | 1.1 | -1 | 22 | -4 | 8
COc1ccc(NS(=O)(=O)c2ccc3nc(COc4ccc5ccccc5c4)[nH]c3c2)cc1 | -3 | 14 | -3 | 0.0 | 4.7 | -1 | -52 | 5 | 2
Nc1nc(C23CC4CC(CC(C4)C2)C3)cs1 | 5 | -7 | -8 | 0.0 | 1.6 | -3 | -5 | 0 | 10
CN(C)Cc1nc2ccccc2c(=O)n1Cc1nc(C(C)(C)C)cs1 | 2 | -10 | -8 | -0.1 | 2.7 | -2 | 14 | 1 | 9
CC(=O)c1ccc(NC(=O)CS(=O)(=O)c2cn(CC(=O)N3CCOCC3)c3ccccc23)cc1 | -8 | -15 | -26 | -0.1 | 2.3 | -1 | 2 | -2 | -3
COc1ccc2ncc(S(=O)(=O)c3ccccc3)c(N3CCN(c4ccccc4)CC3)c2c1 | -1 | 2 | 9 | -0.4 | -0.1 | 5 | -7 | 1 | 13
CCCCCCCOc1ccc(C(=O)Nc2cccnc2)cc1 | 1 | 5 | -7 | -0.2 | -0.2 | -2 | 1 | 3 | 2
Cc1cc2c(cc1S(=O)(=O)NCc1ccc(Cl)cc1)OCC(=O)N2 | 0 | -10 | -5 | 0.3 | 3.7 | -3 | 0 | -2 | -12
CCOc1ccc2nc(CN3CCN(Cc4ccsc4)C(CCO)C3)ccc2c1 (centres undefined) | -3 | -5 | -4 | 0.0 | 0.7 | -2 | 16 | -3 | 2
Further entries follow:
SMILES | CTSL1 counter | core dimer inh | ZTA DNA inh | Efflux pump inh | PP5 inh | TPT1 inhibitor | PREPL inhibitor | PP1 inh | EBNA-1 inhibitor
COC(=O)c1sc2cc(C(F)(F)F)cnc2c1-c1cccnc1 | 1 | 0 | 0 | 0.1 | 12* | 3 | 13 | -2 | 3
Cc1ccccc1-n1nc(C)c2cc(C(=O)N3CCOCC3)sc21 | 1 | -1 | -11 | 0.1 | -1.7 | 2 | 2 | -5 | 7
CCOC(=O)C1CCN(CC(O)COc2ccc(C(C)=O)cc2)CC1 (centres undefined) | -1 | 0 | -3 | 0.1 | -0.6 | -4 | -8 | -4 | 7
COc1cccc(C(Nc2ccccn2)c2c(NC(=O)c3ccco3)sc(C)c2C)c1 (centres undefined) | -24 | 15 | -5 | -0.1 | 4.9 | -1 | -1 | 3 | 1
CN(CC(=O)Nc1nc2ccc(F)cc2s1)S(=O)(=O)c1ccc(Cl)cc1 | 0 | 6 | 9 | 0.1 | 1.2 | 3 | -81 | 1 | -1
CSCCC(NC(=O)c1ccc(Cl)cc1)C(=O)OCC(=O)NCc1ccco1 (centres undefined) | -8 | -6 | -2 | -0.1 | 1.2 | -2 | 16 | -4 | -2
COc1ccccc1CN(C)c1nnnn1-c1ccccc1 | -4 | -1 | -8 | 0.0 | -0.3 | -1 | -3 | 2 | -1
CCCCNC(=O)C(=O)NCCCn1ccnc1 | -4 | 1 | -6 | 0.1 | -1.1 | 1 | -2 | 3 | 0
CCn1cc(C(=O)Nc2ccc(C)c([N+](=O)[O-])c2)cn1 | 4 | 4 | -7 | -0.1 | -0.2 | -1 | 15 | -3 | 1
COc1cc(OC)cc(C(=O)Nc2ccccc2N2CCOCC2)c1 | -23 | 0 | -9 | 0.0 | 5.7 | -4 | 3 | -1 | -2
O=C(C1CCC1)N1CCc2cc(S(=O)(=O)NC3CCCC3)ccc21 | -2 | 0 | 13 | -0.1 | 0.7 | -2 | -2 | 0 | 8
CCC1=NN(C(=O)c2ccccc2O)C(O)(c2ccccc2)C1 (centres undefined) | 6 | 0 | -9 | -0.1 | 0.6 | -1 | 1 | -1 | -5
Cc1cc(C(=O)OCC(=O)Nc2ccc(S(=O)(=O)N3CCOCC3)cc2)c(C)o1 | -3 | 2 | 6 | 0.0 | -2.3 | 2 | 2 | -3 | 0
O=C(Nc1nnc(Cc2ccc(Cl)cc2)s1)c1ccncc1 | -2 | 2 | 1 | 0.2 | -0.1 | -1 | -8 | -4 | 4
CCCCCN(C(=O)CCC(=O)OCC(=O)N(CC)c1ccccc1)c1c(N)n(CCCC)c(=O)[nH]c1=O | 6 | 5 | -4 | 0.1 | -0.2 | 0 | 2 | 2 | -2
COc1cc([N+](=O)[O-])cc2sc(NC(=O)c3c(F)cccc3F)nc12 | 2 | -2 | 4 | -0.1 | 1.5 | -2 | 0 | 3 | 5
O=C(Nc1cccc(Cl)c1)Nc1ccccc1-n1ccnc1 | -8 | 2 | 1 | -0.1 | 4.1 | -2 | 1 | 2 | 1
CCOC(=O)c1ccc(NS(=O)(=O)c2cc3c(cc2C)NC(=O)CO3)cc1 | -4 | -3 | -11 | 0.1 | 4.8 | -2 | 13 | -3 | -11
COc1cccc2sc(N3CCN(c4nc5ccccc5s4)CC3)nc12 | -2 | 3 | 9 | -0.2 | 0.6 | 1 | 3 | -5 | -4
COc1ccc(C(=O)Nn2cnc3scc(-c4cccs4)c3c2=O)c(O)c1 | 1 | 0 | 3 | 0.0 | 1.8 | 1 | 4 | 2 | 7
O=C(NOCc1ccccc1)c1ccccc1 | -7 | -9 | -24 | -0.1&0.0 | -6.4 | -6 | 0 | 0 | 0
Cc1c(C(=O)N(C)c2ccc(Cl)cc2)cnn1-c1ccccc1 | 0 | 0 | 4 | 0.3 | 3.5 | 0 | 11 | -1 | -10
CCCOc1ccc(N2C(=O)CC(N3CCN(C(=O)c4ccco4)CC3)C2=O)cc1 (centres undefined) | -1 | -4 | 0 | -0.1 | 1.1 | 1 | -2 | 1 | -5
CC(C)(C)c1ccc2c(c1)OC(C(=O)N/N=C\c1ccc[nH]1)CO2 (centres undefined) | 7 | -12 | 1 | 0.0 | 3.7 | -2 | 31 | 0 | -1
CCCN(CCC)CCNC(=O)C1CCCN(S(=O)(=O)c2ccc3c(c2)oc(=O)n3C)C1 (centres undefined) | 1 | 2 | 0 | 3.6 | 1.1 | -1 | 1 | -1 | -7
Next records
SMILES | CTSL1 counter | core dimer inh | ZTA DNA inh | Efflux pump inh | PP5 inh | TPT1 inhibitor | PREPL inhibitor | PP1 inh | EBNA-1 inhibitor
CCOc1ccc(OCC)c(NC(=O)C2CCCN(S(=O)(=O)c3c(C)noc3C)C2)c1 (centres undefined) | 3 | -3 | 9 | -0.3 | -1.1 | -3 | -2 | 2 | 7
Brc1ccc(C[n+]2ccccc2)cc1 | 4 | 5 | 3 | 0.1 | -0.3 | 2 | -2 | 0 | -2
CCC(C)C(NC(=O)OC(C)(C)C)C(=O)NC(C(=O)N1CCCC1C(N)=O)C(C)CC (centres undefined) | 5 | -2 | 11 | -0.1 | -0.8 | -2 | 3 | -3 | 6
CC(CN1CCCC1)OC(=O)c1ccc(Cl)cc1Cl (centres undefined) | 2 | -4 | -12 | 0.2 | 0.1 | 2 | -9 | -3 | -4
Brc1ccc(-c2cn3c(n2)CCc2ccc4cccnc4c2-3)cc1 | 2 | 7 | -9 | 0.1 | 2.3 | -1 | 3 | 4 | -10
O=C(NCc1ccccn1)C(=O)NCC1OCCN1S(=O)(=O)c1ccc(Br)cc1 (centres undefined) | 4 | 12 | 7 | 0.1 | -1.1 | -2 | 3 | 0 | 8
COc1ccc2[nH]c3c(=O)n(Cc4ccncc4)cnc3c2c1 | -6 | 5 | -7 | 0.0 | -3.4 | -3 | 1 | -3 | 2
NC(=O)c1ccc(NC(=O)COC(=O)C2(c3cccc(F)c3)CCCC2)cc1 | -5 | 0 | 9 | 0.0 | 1.5 | 2 | -42 | 0 | -11
COc1ccc(NC(=O)c2nc[nH]c2C(=O)N2CCN(C(=O)OC(C)(C)C)CC2)cc1 | -2 | 9 | 10 | -0.1 | -0.7 | -2 | 2 | 0 | 0
Nc1nc2ccccc2n1Cc1ccc(Cl)c(Cl)c1 | 2 | -4 | 0 | 0.1 | 1.6 | 1 | -27 | 4 | -17
CCOc1ccc(S(=O)(=O)NCCC(=O)N2CCCC(C)C2)cc1 (centres undefined) | -1 | -4 | 4 | -0.1 | 0.0 | -4 | 8 | -1 | 4

Record cards, as listed above. Order of screens: CTSL1 counter	core dimer inh	ZTA DNA inh	Efflux pump inh	PP5 inh	TPT1 inhibitor	PREPL inhibitor	PP1 inh	EBNA-1 inhibitor
Brc1ccc(C[n+]2ccccc2)cc1 is listed with 4	5	3	0.1	-0.3	2	-2	0	-2
COc1ccc(NC(=O)c2nc[nH]c2C(=O)N2CCN(C(=O)OC(C)(C)C)CC2)cc1 is listed with -2	9	10	-0.1	-0.7	-2	2	0	0
NC(=O)c1ccc(NC(=O)COC(=O)C2(c3cccc(F)c3)CCCC2)cc1 is listed with -5	0	9	0.0	1.5	2	-42	0	-11
Nc1nc2ccccc2n1Cc1ccc(Cl)c(Cl)c1 is listed with 2	-4	0	0.1	1.6	1	-27	4	-17

Compound activity as filed in PubChem BioAssay.
